Compound activity from PubChem BioAssay.
Glioma ERSR ind = inducers of ER stress response in human glioma cells; 420,000 compounds, 0.02% hits; U87-MG GRP78 promoter luciferase reporter, 16 h; Potency, µM, for inactives: at the top dose activation, hits mostly activators; AID 602332; further: potency means the concentration at half of the fitted maximal effect; series mostly up to about 76 µM; % of control where 0% means no effect; nearly all actives have a fitted effect of over 35% in size
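Stably transfected U87-MG glioma cells carrying a GRP78-based luciferase sensor; 16 h compound incubation. Luminescence end-point read 10 min after Bright-Glo addition at room temperature.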
Pol eta inh = inhibitors of human DNA polymerase eta | Q9Y253 | recombinant Pol eta, fluorescent DNA replication assay | Potency, µM (titrated, usually from 114 µM), without a hit: at the highest dose activity change, negative = inhibition, usual class: inhibitors | 390,000 compounds, 1.2% hits | AID 588591; further: potency means the concentration at half of the fitted maximal effect; on the % scale 0 is the no-effect control and ±100 the full control effect
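Pol eta at 10 nM preincubated with compounds 15 min at room temperature; reaction started with fluorescent substrate (50 nM final) and read kinetically at 0 and 10 min.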
BLM helicase inh = inhibitors of human Bloom syndrome helicase BLM; Potency, µM (series often up to 56.1 µM), without a hit: top-dose activity change, negative = inhibition, actives largely listed as inhibitors; AID 2528; recombinant BLM DNA unwinding, fluorescence dequenching; P54132; 350,000 compounds, 0.2% hits;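 further: potency means the concentration at half of the fitted maximal effect; plate controls were vehicle for no effect and no enzyme for full effect; nearly all actives have a fitted effect of over 35% in size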
Pol iota inh = inhibitors of human DNA polymerase iota. Q9UNA4. Pol iota fluorescent replication assay, 10 min. Potency, µM (highest dose often 115 µM), without a hit: top-dose activity, negative = inhibition, actives largely listed as inhibitors. 390,000 compounds, 1% hits; further: potency means the concentration at half of the fitted maximal effect
Target sequence (Q9UNA4 whole entry, looked up): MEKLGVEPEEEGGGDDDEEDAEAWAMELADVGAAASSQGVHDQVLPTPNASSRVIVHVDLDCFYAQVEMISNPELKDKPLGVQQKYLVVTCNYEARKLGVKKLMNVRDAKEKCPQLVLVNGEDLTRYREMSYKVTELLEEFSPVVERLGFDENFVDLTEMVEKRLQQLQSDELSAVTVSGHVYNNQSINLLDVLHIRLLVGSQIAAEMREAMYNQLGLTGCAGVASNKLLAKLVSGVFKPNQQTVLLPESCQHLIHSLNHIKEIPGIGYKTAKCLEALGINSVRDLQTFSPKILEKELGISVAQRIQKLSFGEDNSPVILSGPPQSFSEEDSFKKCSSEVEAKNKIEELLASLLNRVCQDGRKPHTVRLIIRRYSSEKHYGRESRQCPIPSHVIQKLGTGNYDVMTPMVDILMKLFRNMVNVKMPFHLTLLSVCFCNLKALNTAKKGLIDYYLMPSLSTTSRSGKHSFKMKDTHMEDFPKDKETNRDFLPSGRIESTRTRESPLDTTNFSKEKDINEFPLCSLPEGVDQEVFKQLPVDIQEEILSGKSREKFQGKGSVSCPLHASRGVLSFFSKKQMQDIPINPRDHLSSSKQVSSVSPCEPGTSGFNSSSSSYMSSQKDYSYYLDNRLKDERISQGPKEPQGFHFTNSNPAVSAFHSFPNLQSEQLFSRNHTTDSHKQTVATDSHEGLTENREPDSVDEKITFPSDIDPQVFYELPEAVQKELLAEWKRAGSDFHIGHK
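Pol iota at 10 nM preincubated 15 min with compounds at room temperature; reaction started with fluorescent substrate, 50 nM final. Fluorescence read kinetically at 0 and 10 min; buffer-only wells as negative control.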
APE1 inh = APE1 (human) endonuclease inhibition; P27695; recombinant APE1, TAMRA/BHQ-2 abasic DNA cleavage fluorescence; Potency, µM (doses to about 65.8 µM), inactives show top-dose activity change, negative = inhibition, hits mostly inhibitors; 350,000 compounds, 0.35% hits;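 further: potency means the concentration at half of the fitted maximal effect; plate controls were vehicle for no effect and reference inhibitor for full effect; nearly all actives have a fitted effect of over 55% in size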
Target sequence (P27695 whole entry, looked up): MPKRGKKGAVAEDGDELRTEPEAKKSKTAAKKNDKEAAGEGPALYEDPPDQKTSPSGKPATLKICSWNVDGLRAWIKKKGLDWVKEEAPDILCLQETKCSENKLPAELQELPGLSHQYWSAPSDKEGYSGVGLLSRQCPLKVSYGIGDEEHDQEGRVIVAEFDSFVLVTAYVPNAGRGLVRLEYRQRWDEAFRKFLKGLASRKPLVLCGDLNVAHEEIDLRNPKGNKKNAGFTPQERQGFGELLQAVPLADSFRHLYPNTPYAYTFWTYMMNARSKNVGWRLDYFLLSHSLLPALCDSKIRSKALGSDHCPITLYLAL
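Substrate: short duplex with […] THF abasic site, 5'-TAMRA and 3'-BHQ-2, 50 nM final. APE1 at 0.75 nM, preincubated 15 min RT with compound. Fluorescence increase from first to third read measured activity.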
Pol beta inh = blocks human DNA polymerase beta activity | Potency, µM (titrated, usually from 114 µM), for inactives: top-dose activity change, negative = inhibition, most hits filed as inhibitors | Pol beta primer extension/strand displacement, fluorescence kinetic | P06746 | 340,000 compounds, 1.3% hits | AID 485314; further: potency means the concentration at half of the fitted maximal effect; on the % scale 0 is the no-effect control and ±100 the full control effect
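Homogeneous kinetic assay of primer extension and strand displacement by 10 nM Pol beta, preincubated 15 min at room temperature with compound before 50 nM substrate (final) was added. Read at 0 and 10 min; four-parameter Hill fit.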
LDHA block = inhibitors of human lactate dehydrogenase A; activity change, % (values are at about 110 or 230 µM); purified LDHA, NADH/diaphorase-resazurin fluorescence; active compounds read low; 480,000 compounds, 0.15% hits; P00338; in the data active means activity change below about -30%; inconclusive means mostly about -25% to -30%;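 further: plate controls were DMSO wells for no effect and wells without enzyme for full effect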
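LDH5 2 nM; NADH 0.06 mM, pyruvate 0.2 mM; 200 mM Tris pH 7.4, EDTA, Tween-20; 5 min RT. Detection: diaphorase 0.133 mg/mL + resazurin 37 µM, fluorescence ex540/em590 at 0 and 20 min; normalized to enzyme-free and DMSO wells.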
POLK inh = inhibitors of human DNA polymerase kappa. 400,000 compounds, 0.53% hits. Potency, µM (highest dose often 107 µM), for inactives: at the highest dose activity, negative = inhibition, most hits filed as inhibitors. purified Pol kappa, fluorescent DNA synthesis assay, 10 min; further: potency means the concentration at half of the fitted maximal effect; on the % scale 0 is the no-effect control and ±100 the full control effect
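Pol kappa 10 nM + cpd, 15 min RT; start w/ substrate 50 nM final; fluorescence kinetic read, 0 and 10 min. Neg ctrl: buffer, no enzyme.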
Anesthetic bind = candidate novel general anesthetic via apoferritin binding. P02791. apoferritin/1-aminoanthracene competitive binding, fluorescence. Potency, µM (titrated, usually from 77.5 µM), inactives show top-dose activity change, negative = displacement, hits mostly inhibitors. 350,000 compounds, 0.074% hits. AID 485281; further: potency means the concentration at half of the fitted maximal effect; on the % scale 0 is the no-effect control and ±100 the full control effect; nearly all actives have a fitted effect of over 20% in size
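Apoferritin-based anesthetic binding model; compound displacement of fluorescent 1-AMA measured as endpoint fluorescence after 10 minutes at room temperature, scaled to free-ligand and complex controls.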
Active calls of the source: *; ? = inconclusive; nt = not tested or not shown; & = joins results of further samples; [ ] = remark or other dose. Unless noted, the call rests on the fitted dose curve; in most records, active means well fitted curve in the direction sought with a large enough effect; inconclusive means small, poorly fitted or top-dose-only effect, or another doubt; inactive means no such curve, though single readings can be large; an effect the other way counts as inactive or inconclusive.

SMILES | Glioma ERSR ind | Pol eta inh | BLM helicase inh | Pol iota inh | APE1 inh | Pol beta inh | LDHA block | POLK inh | Anesthetic bind
COc1ccc2c(c1)O[C@@H](c1cccc(C(F)(F)F)c1)[C@H](O)C2=O | nt | nt | 4%&-14% | nt | -1%&3% | -3% | nt | nt | ?
CC1(C)C[C@H]2C3=CCC4[C@@]5(C)CC[C@H](O[C@@H]6O[C@H](C(=O)O)[C@@H](O)[C@H](O)[C@H]6O)[C@@](C)(CO)C5CC[C@@]4(C)[C@]3(C)C[C@H](O)[C@@]2(CO)[C@@H](O)[C@@H]1O (some centres not stated) | -2% | -9% | nt | -4% | 14% | nt | 3 | 1% | nt
CCOC(=O)C1(Cc2ccccc2)CCN(Cc2ccc(C)s2)CC1 | -4% | ? | -1% | 23% | -4% | 0% | -17 | -7% | -14%
Cc1cccc(NC(=O)c2oc3ccccc3c2NC(=O)c2cc(=O)c3cc(Cl)ccc3o2)c1 | -1% | -9% | -4% | ? | nt | 2% | -14&-3 | -27% | -1%
Cc1ccnc(NC(=O)CCC(=O)N(CC(=O)NC(C)(C)C)c2ccc(F)c(Cl)c2)c1 | -1% | -8% | -1% | 26% | -1% | -1% | -8 | -1% | -14%
Clc1ccc2nc(-c3ccccn3)c(Nc3ccc4c(c3)OCO4)n2c1 | 3% | -4% | 1% | 231%[activator] | -2% | 1% | 1 | -8% | 4%
O=C(O)c1ccc(N/N=C/c2cccc3cccnc23)cc1 | -10% | -13% | -8% | ? | -6% | ? | -3 | -1% | 4%
CC(=O)Nc1ccc(NC(=O)C(C)OC(=O)/C=C/c2cnc3ccccc3n2)cc1 (configuration not stated) | 1% | -3% | -3% | 23% | 2% | 7% | -3 | -2% | -6%
COCCCNC(=O)C(=O)C1C(=O)Nc2ccccc21 (configuration not stated) | -1% | 2% | -1% | -6% | -2% | 0% | 2 | -9% | -2%
C/C(NC(=O)c1cccs1)=C1\C(=O)C[C@@H]2[C@H]1C2(C)C | 5% | -2% | -1% | 13% | -1% | 7% | 1 | -9% | ?
COc1ccc(OCC(=O)NC(CC(=O)O)c2ccc(OC)c(OC)c2)cc1 (configuration not stated) | -4% | 2% | -1% | 35%[activator] | -4% | 89% | -12 | -1% | -3%
CCn1c(C)nc2cc(C(=O)NNC(=S)NC(=O)c3ccc(OC)cc3)ccc21 | 2% | -9% | 0% | 11% | 1% | 0% | -2 | -11% | -13%
Cc1cccc(N2C(=O)CC(Cn3nc(C)cc3C)C2=O)c1 (configuration not stated) | -1% | -9% | -13% | 30% | 4% | 35% | -2 | 2% | -3%
Cc1ccc(NC(=O)CNc2ccc(Cl)cc2F)cc1 | -3% | -6% | 2% | -1% | -2% | 17%[57.1 µM] | -2 | 0% | 8%
Cc1nc2c3ccccc3n(CC#N)c(=O)n2n1 | 0% | -16% | 1% | 15% | -2% | 19% | 4 | -10% | -6%
COc1ccc(-c2noc(CSc3nnc(-c4ccncc4)n3-c3ccc(C)cc3)n2)cc1 | -1% | ? | -1% | -6% | nt | -12% | 4 | -26% | -18%
CCc1ccc(N(C(=O)C(F)(F)F)C(C(=O)NC2CCCCC2)c2ccncc2)cc1 (configuration not stated) | 1% | 11% | -1% | 11% | -5% | 6% | -3 | -5%[60.1 µM] | -4%
CN(C)Cc1ccccc1-c1ccc2ncnc(NC3CC3)c2c1 | -2% | nt | -4% | nt | 1% | nt | nt | -5%[60.1 µM] | 0%
CCN(C1CCCCC1)S(=O)(=O)CCNC(=O)c1ccccc1 | -1% | -10% | nt | 33%[activator] | 22% | nt | -7 | -7% | nt
Nc1ncnc2oc(-c3ccoc3)c(-c3ccco3)c12 | -5% | nt | nt | 11µM* | nt | nt | 6 | 20µM* | nt
CCn1nnnc1SCC(=O)c1ccc(C)cc1 | 8% | -10% | 2% | 23% | 2% | ? | -13 | -4% | 7%
Cc1cc(=O)[nH]c(N/N=C/c2ccc(Br)s2)n1 | 4% | -10% | 1% | 21% | -2% | 0% | -5 | 0% | 7%
COc1ccc(C(=O)Cn2cnc3ccccc3c2=O)cc1OC | 1% | -13% | 1% | 11% | -3% | 1% | -4 | 12% | 4%
CCc1ccc(NC(=O)CC2C(=O)N(c3cccc(C)c3)C(=O)N2CCC(C)C)cc1 (configuration not stated) | -2% | 0% | -10% | 1% | nt | 0% | 3 | -25% | -1%
CCCCCCNS(=O)(=O)c1nc2nc(C)cc(C)n2n1 | -2% | -11% | 1% | 1% | -2% | 10% | -14 | -7% | 1%
COc1ccc(C)cc1NC(=O)CSCc1cc(=O)n2c(C)csc2n1 | -4% | -15% | nt | 19% | 8% | nt | 2 | -12% | nt
COc1ccc(Br)cc1C(=O)Nc1ccc(N2CCN(S(C)(=O)=O)CC2)cc1 | -8% | -7% | -18% | -12% | -4% | -27% | -5 | -9% | -15%
CCn1c(SCC(=O)Nc2ccc(OC)cc2)nnc1-c1ccco1 | -3% | -8% | 1% | 8% | 3% | -8% | -9 | -14% | 0%
CC(C)c1ccc(NC(=O)c2cc(S(=O)(=O)NC3CCCCC3)ccc2F)cc1 | 6% | -23% | -14% | ? | nt | 1% | 3 | -13%[60.1 µM] | -14%
NN=C1c2cc(S(=O)(=O)NCCO)ccc2-c2ccc(S(=O)(=O)NCCO)cc21 | -4% | nt | nt | 3% | nt | nt | 0 | -14% | nt
COC(=O)CSc1nc2c(cnn2-c2ccc(Cl)cc2)c(=O)[nH]1 | -2% | -1% | -2% | ? | 49%[activator] | -22% | -2 | 17% | 7%
Cc1cc2c(cc1S(=O)(=O)Nc1cc(C(F)(F)F)cc(C(F)(F)F)c1)OCC(=O)N2 | -3% | 7% | -9% | -2% | nt | ? | 2 | -18%[60.1 µM] | 48%[activator]
CCOC(=O)C1=CN(Cc2cccc(F)c2)S(=O)(=O)N(C)C1c1ccccc1 (configuration not stated) | -1% | -4% | nt | -20% | 14% | nt | -2 | -1% | nt
NC(=O)N/N=C/c1ccc(-c2cccc(C(F)(F)F)c2)o1 | 4% | -4% | -10% | 9% | -11% | -24% | -2 | 0% | -6%
CCCCN1CCc2c(c3ccccc3n2Cc2ccccc2)C1 | -2% | -11% | 2% | -20% | 22% | -11% | 1 | 7% | 1%
Cc1sc(NC(=O)c2cccs2)c(C(N)=O)c1C | 9% | -17% | 0% | 19% | 1% | 20% | -2 | -8%[60.1 µM] | ?
O=C1CCCCCN1Cc1ccccc1 | 2% | -10% | -3% | 0% | -2% | 18% | 1 | -11% | ?
CCC(CO)Oc1cc(NCc2ccc(C)cc2)c2ncn(C(C)C)c2c1 (configuration not stated) | -3% | -9% | nt | ? | -10% | nt | 18 | -30% | nt
CCCCOC(=O)c1ccc(Nc2nc3ccc(C(=O)c4ccccc4)cc3n3cnnc23)cc1 | -2% | -7% | -12% | -1% | nt | 0% | 0 | -12% | -3%
CCN(CC)CCN(C(=O)c1ccc(C(=O)c2ccccc2)cc1)c1nc2c(OC)cccc2s1 | -5% | -22% | -6% | 28% | -7% | 8% | 1 | -2% | ?

Arranged by the number under Pol iota inh (descending): 3 of the compounds above.
| compound | Pol iota inh |
| --- | --- |
| Cc1cc(=O)[nH]c(N/N=C/c2ccc(Br)s2)n1 | 21% |
| CCn1c(C)nc2cc(C(=O)NNC(=S)NC(=O)c3ccc(OC)cc3)ccc21 | 11% |
| CCCCCCNS(=O)(=O)c1nc2nc(C)cc(C)n2n1 | 1% |

The listing continues:
SMILES | Glioma ERSR ind | Pol eta inh | BLM helicase inh | Pol iota inh | APE1 inh | Pol beta inh | LDHA block | POLK inh | Anesthetic bind
CCOc1ccccc1NC(=O)CSc1nnnn1-c1ccc(C(=O)OC)cc1 | -5% | -11% | 2% | -6% | 4% | 6% | -6 | -1% | -20%
CCN(CC)C(=O)c1ccc(-c2nnc(OC)c3ccccc23)cc1 | -9% | -10% | -2% | 11% | 2% | -1% | -3 | 5% | -11%
COc1ccc(-c2csc(NC(=O)c3cccc(N4C(=O)CCC4=O)c3)n2)cc1C | -5% | -17% | -7% | 9% | 28% | -18% | -5 | -8% | -8%
CCCN1C(=O)c2[nH]nc(-c3ccc(F)cc3)c2C1c1ccccn1 (configuration not stated) | nt | nt | 0% | 15% | nt | -2% | -2 | -6% | -15%
CN(C(=O)COC(=O)c1ccc(Cl)nc1)c1c(N)n(Cc2ccccc2)c(=O)[nH]c1=O | -3% | -9% | nt | 0% | 25% | nt | -5 | -4% | nt
COc1c(C)cc(C(=O)C2CCCN(C(=O)Cn3nc(C)nc3C)C2)cc1C (configuration not stated) | -2% | -3% | -1% | 18% | 22% | 13% | 2 | 3% | -3%
CCC(=NCCc1ccc(OC)c(OC)c1)C1=C(O)CC(C)(C)CC1=O | -1% | -10% | -6% | 62%[activator] | 0% | 24% | -1 | -9% | -10%
COc1cccc(CNc2ncnc3nc[nH]c23)c1 | -1%&-3% | nt | nt | 32%&18%[activator] | nt | nt | 0&-2 | 9%&1% | nt
Cc1nnnn1/C(=C\c1ccccc1)C(=O)OCC(=O)NC1CCCCC1 | -6% | -4% | nt | 6% | 12% | nt | 0 | -10% | nt
CCOC(=O)C1CSC(CC(=O)Nc2ccc(OCC)cc2)C(=O)N1 (configuration not stated) | -8% | 0% | 2% | 5% | -1% | 17% | -6 | -12% | -13%
COc1ccccc1-c1nn2c(-c3ccccc3Cl)nnc2s1 | nt | nt | -1% | nt | -3% | -8% | nt | nt | -11%
CSc1nc(N)nc2c1ncn2CC(=O)Nc1ccc(C)c(C)c1 | -2% | -3% | nt | 3% | -8% | nt | -3 | 4% | nt
CCOc1ccc(Sc2cc(C(=O)NC(C)c3ccccc3)c3ccccc3n2)cc1 (configuration not stated) | -3% | -8% | -1% | 7% | nt | -1% | -4 | -6%[60.1 µM] | -11%
O=C1C=C(NCc2ccc3c(c2)OCO3)CC(c2ccccc2)C1 (configuration not stated) | 0% | -17% | -5% | 63%[activator] | -2% | 16% | -1 | 2% | -9%
CN1CCN(C(=O)CCNC(=O)Cn2ccc3ccccc3c2=O)CC1 | -6% | -9% | 2% | 3% | 5% | -1% | 2 | -16% | -2%

The list is partial (hit frequency here may not be typical).
